Screening results deposited in PubChem BioAssay by Sanford-Burnham Center for Chemical Genomics.
Apaf1 inhib = inhibitors of human Apaf-1 apoptosome, primary screen, biochemical, DEVD-Rh110 fluorescence, uHTS | 0.71% of 330,000 active | reconstituted apoptosome caspase-3 activity | AID 489030, 2010 | inhibition, % at 20 µM; active = inhibition of at least 40% at 20 µM;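 also: plate controls were DMSO wells for no effect and DEVD-CHO caspase inhibitor wells for full effect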
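Assay system: Apoptosome proteins | Medium: pH 7.5 Hepes buffer with CHAPS, BSA, DTT | Also added: Cytochrome c and DEVD-Rh110 substrate | Times: 30 min plus 50 min, RT | Detection: Rhodamine 110 fluorescence at Ex 480/Em 540 nm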
SENP8 block-1 = human SENP8 protease inhibitors, primary screen, biochemical, fluorescence, Nedd8 protein substrate, uHTS. recombinant SENP8. inhibition, % at 20 µM. 0.64% of 360,000 active. AID 602440, 2012; in the data active = inhibition mostly above about 40%, no sharp cut-off; inactive = mostly below about 27%
Target sequence (Q96LD8 whole entry, looked up): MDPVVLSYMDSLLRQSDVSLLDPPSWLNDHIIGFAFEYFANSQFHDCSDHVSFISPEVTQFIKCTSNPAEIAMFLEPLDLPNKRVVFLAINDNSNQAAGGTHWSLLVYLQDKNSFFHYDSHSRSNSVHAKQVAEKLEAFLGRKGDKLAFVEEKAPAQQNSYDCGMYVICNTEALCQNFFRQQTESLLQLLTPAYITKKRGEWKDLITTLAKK
SENP8 block-2 = SENP8 protease inhibitors, primary screen, biochemical, luminescence; Sentrin-specific protease 8 (Homo sapiens), Q96LD8; purified SENP8, Z-RLRGG-aminoluciferin cleavage; inhibition, % at 10 µM; 1.2% of 330,000 active; AID 2540, 2010; in the data active = inhibition above about 50%
SENP7 inh = SENP7 protease inhibitors, primary screen, biochemical, luminescence, uHTS | Sentrin-specific protease 7 (Homo sapiens), Q9BQF6 | recombinant SENP7, Z-RLRGG-aminoluciferin luminescence, 40 min | inhibition, % at 5 µM | 1.5% of 330,000 active | AID 434973, 2010;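 active = inhibition above about 50% at the single test dose, limit read from the data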;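 also: plate controls were DMSO with enzyme for no effect and no enzyme buffer wells for full effect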
APOBEC3G inh = APOBEC3G DNA deaminase inhibitors, primary screen, biochemical, fluorescence, single-stranded DNA substrate, uHTS; recombinant A3G, ssDNA deamination FAM/TAMRA fluorescence; AID 493012, 2011; inhibition, % at 20 µM; DNA dC->dU-editing enzyme APOBEC-3G (Homo sapiens), Q9HC16; 0.28% of 330,000 active;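 active = inhibition of at least 40% at 20 µM, with no more than 30% in the related APOBEC3A deaminase screen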;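 also: plate controls were DMSO wells with A3G for no effect and wells lacking A3G enzyme for full effect; some compounds called inactive have numbers as strong as hits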
SENP6 inh = SENP6 protease inhibitors, primary screen, biochemical, luminescence, uHTS. 1.8% of 330,000 active. inhibition, % at 10 µM. Recombinant SENP6 catalytic domain, aminoluciferin luminescence;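 active = inhibition above about 50% at the single tested dose, limit read from the data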;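 also: plate controls were DMSO wells with enzyme for no effect and DMSO wells lacking enzyme for full effect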
UBC13 inh = UBC13 polyubiquitin chain formation inhibitors, primary screen, biochemical, TR-FRET, uHTS | Ubiquitin-conjugating enzyme E2 N (Homo sapiens), P61088 | AID 485273, 2010 | inhibition, % at 20 µM | 0.47% of 330,000 active; in the data active = inhibition above about 45%, passing the limit was not always enough
Target sequence (P61088 whole entry, looked up): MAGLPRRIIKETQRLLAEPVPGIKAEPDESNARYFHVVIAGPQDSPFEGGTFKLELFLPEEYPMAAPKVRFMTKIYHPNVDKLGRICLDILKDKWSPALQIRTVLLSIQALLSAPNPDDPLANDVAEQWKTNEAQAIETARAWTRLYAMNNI
SENP1 inh = human SENP1 catalytic domain inhibitors, primary screen, biochemical, FRET, uHTS | inhibition, % at 10 µM | AID 624204, 2012 | 0.21% of 360,000 active | recombinant SENP1 catalytic domain, CyPet-SUMO1-YPet FRET cleavage;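 active = inhibition at least 30% at 10 µM, raw YFP signal under a set limit, fluorescence ratio 0.5 to 1.5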;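 also: 0% = enzyme with DMSO and 100% = no enzyme wells; some results filed as inactive read as strong as hits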
Target sequence (Q9P0U3 419-644 limits assumed): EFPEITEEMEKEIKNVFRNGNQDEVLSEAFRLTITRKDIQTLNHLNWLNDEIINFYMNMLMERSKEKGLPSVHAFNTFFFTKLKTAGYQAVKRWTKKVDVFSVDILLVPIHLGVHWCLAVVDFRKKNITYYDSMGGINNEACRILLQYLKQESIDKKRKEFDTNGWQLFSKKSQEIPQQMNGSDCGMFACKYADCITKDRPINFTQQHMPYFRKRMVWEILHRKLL
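system = hSENP1 catalytic domain, recombinant | reagent = SFCypet-SUMO1-SFYpet substrate at 25 nM | doses = one dose per compound, 10 µM, 0.5% DMSO | incubation = enzyme reaction for 50 min at room temperature, dark | measured by = FRET, CFP and YFP emission | controls = no-enzyme low, enzyme-DMSO high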
* hit, by the source's call; . = no result given. Only part of the results is shown (hit frequency here may not be typical).

SMILES,SENP7 inh,SENP8 block-2,SENP6 inh,SENP8 block-1,UBC13 inh,Apaf1 inhib,APOBEC3G inh,SENP1 inh
CCC(=Nc1cccc(C(F)(F)F)c1)c1c(O)n(C)c(=O)n(C)c1=O,-2,-2,-12,11,4,-1,10,2
CCC(C)n1c(O)c(C=NCCN2CCOCC2)c(=O)[nH]c1=S (centres undefined),-6,0,-6,23,6,-10,-11,1
FC(F)(F)c1ccc2c(c1)N(CCCN1CCN(CCCl)CC1)c1ccccc1S2,15,-6,-1,-52,30,13,-3,0
COC(=O)C1=C(c2cccc(OC)c2OC)C[C@@H]2CC[C@H]1N2C(=O)N1CCOCC1,4,6,4,18,-6,-4,2,3
CCOc1cc(CNC(C)C(O)c2ccccc2)cc(Cl)c1OCC (centres undefined),-4,-6,-10,9,14,4,-1,0
CC/C(=N\NC(=O)c1ccccc1)c1c(O)n(Cc2ccccc2)c(=O)[nH]c1=O,-1,-3,0,-319,-5,1,-2,-11
CN1C(=O)N(C)C(=O)C2(Cc3cc(NC(=O)c4ccccc4)ccc3N3CCCC32)C1=O (centres undefined),6,-4,-13,-70,-12,-3,3,-30
CCc1cc(=O)oc2cc(OCC(=O)N3C[C@H]4C[C@@H](C3)c3cccc(=O)n3C4)ccc12,-3,-2,-6,-25,-4,-1,-2,0
O=C(Nc1ccc(Cl)cc1C(=O)c1ccccc1)c1ccc(Br)o1,-8,-4,2,25,4,10,2,0
COc1ccc(CC(=O)N(C)C2CCCN(Cc3ccccc3F)C2)cc1OC (centres undefined),-4,19,-15,10,-1,1,-5,1
COc1cc2c(cc1OC)C(C1c3cc4c(cc3CCN1C)OCO4)OC2=O (centres undefined),-4,-3,-19,-3,2,-4,-5,-2
CN(C)CCNC(=O)c1cccn(Cc2cccc(C(F)(F)F)c2)c1=O,-3,-1,-9,-212,10,-8,-3,2
O=C1NCN(c2ccccc2)C12CCNCC2,0,-6,8,16,7,0,1,0
CC1CCN(S(=O)(=O)c2ccc(NN=C(C#N)C#N)cc2)CC1,-6,-10,-12,.,-26,21,-2,.
C[C@@H]1O[C@@H](O[C@@H]2C=C3CCC4C(CC[C@]5(C)[C@@H](c6ccc(=O)oc6)CC[C@]45O)[C@@]3(C)CC2)[C@H](O)[C@H](O)[C@H]1O (some centres undefined),-4,8,-2,4,-3,-7,-4,2
CCc1ccccc1NC(=O)CNCc1ccccc1,8,1,-8,4,0,-1,1,3
CN=C(SCC(=O)c1cccc(Cl)c1)c1c(O)n(C)c(=O)n(C)c1=O,4,-3,-7,2,3,-3,3,2
CC(C)OC12Oc3ccccc3C=C1N1CCC2CC1 (centres undefined),-1,-6,-8,8,-4,-2,-4,3
C[C@]12CC[C@@H](O)CC1=CCC1C2CC[C@@]2(C)C1C[C@@H](F)[C@@H]2O (some centres undefined),-2,1,-4,11,17,-4,-5,0
C=CC[N+]1(C)C2CCC1CC(O)C2 (centres undefined),2,2,-16,2,1,-3,-7,-1

SMILES,SENP7 inh,SENP8 block-2,SENP6 inh,SENP8 block-1,UBC13 inh,Apaf1 inhib,APOBEC3G inh,SENP1 inh
O=C(NCC(c1cccnc1)N1CCN(c2ccc(F)cc2)CC1)Oc1ccccc1 (centres undefined),6,-8,0,-77,2,-19,-1,-2
Cn1c(O)c(C=NCCc2c[nH]c3ccccc23)c(=O)n(C)c1=O,1,-4,-1,31,-3,-2,-3,0
Cc1ccc(C)c(NC(=O)CSc2nnc([C@@H](N)Cc3c[nH]c4ccccc34)o2)c1,-4,-11,-11,10,-10,6,-5,-1
CNC(C)Cc1ccccc1Sc1ccc(O)cc1 (centres undefined),2,0,-6,7,15,5,-6,-3
CCCCc1ccc(C(=O)O)nc1,-1,12,-14,-7,-15,-11,-2,1
Cc1nc2ccc(Cl)cn2c1P(=S)(N1CCOCC1)N1CCOCC1,3,-3,-31,4,11,4,-3,1
O=C1NC(=O)N(Cc2ccccc2)C(=O)/C1=C/C=C/c1ccco1,0,8,1,-3,-13,13,61,-57
CCCCCn1c(=O)c(C(=O)NCc2ccccc2Cl)c(O)c2ccccc21,6,-9,-10,-33,1,5,-9,-1
CCC(=NCc1cccnc1)c1c(O)n(C2CCCCC2)c(=O)[nH]c1=O,-10,-8,-17,3,-6,12,-9,1
CC#CP(=O)(OCC)C(O)(c1ccccc1)C(F)(F)F (centres undefined),1,4,-5,23,4,1,-5,1
CCCNC(=O)N1[C@H]2CC[C@@H]1C(C(=O)OC)=C(c1ccc(-c3ccccc3)c(F)c1)C2,-7,-5,1,6,4,33,-13,4
CC12CCCCC1N(O)CN2O (centres undefined),-2,6,18,14,1,-10,-4,3
CCN(CCNc1ccc([N+](=O)[O-])c2cccnc12)S(=O)(=O)c1ccccc1,10,2,4,33,-10,12,-4,-35
CC(=NCc1ccc2c(c1)OCO2)c1c(O)n(-c2ccc(C)cc2)c(=O)[nH]c1=O,-1,-3,4,4,-1,-6,-10,1
COC(=O)c1cn(C(=O)c2cccc3ccccc23)c2ccccc12,-4,7,-16,18,4,-8,-2,0
CC(=NCc1ccco1)c1c(O)n(-c2ccc(C)cc2)c(=O)[nH]c1=O,-7,0,-2,24,4,-26,-4,0
O=c1[nH]c(=S)n(Cc2ccc(F)cc2)c(O)c1/C=N/N1CCCCC1,0,8,8,18,1,11,-1,-2
COC(=O)C1=C(c2ccccc2)C[C@@H]2CC[C@H]1N2C(=O)NC(C)C,-16,9,-20,15,7,-3,-6,0
COc1ccc(N2C(=O)/C(=C/c3ccc(C)o3)C(=O)NC2=S)cc1,2,-5,-6,16,-22,6,12,-3
CN(Cc1ccccc1)Cc1ccccc1OC(=O)N(C)C,-2,-5,-4,16,4,-3,-3,1

The last 4 compounds of the part above come first, to join the parts:
SMILES,SENP7 inh,SENP8 block-2,SENP6 inh,SENP8 block-1,UBC13 inh,Apaf1 inhib,APOBEC3G inh,SENP1 inh
O=c1[nH]c(=S)n(Cc2ccc(F)cc2)c(O)c1/C=N/N1CCCCC1,0,8,8,18,1,11,-1,-2
COC(=O)C1=C(c2ccccc2)C[C@@H]2CC[C@H]1N2C(=O)NC(C)C,-16,9,-20,15,7,-3,-6,0
COc1ccc(N2C(=O)/C(=C/c3ccc(C)o3)C(=O)NC2=S)cc1,2,-5,-6,16,-22,6,12,-3
CN(Cc1ccccc1)Cc1ccccc1OC(=O)N(C)C,-2,-5,-4,16,4,-3,-3,1
O=C(c1cccc2ccccc12)C1CCCN(Cc2ccon2)C1 (centres undefined),5,-1,-8,18,-13,1,16,1
CN(C)P(=O)(NC(=O)c1cccn1C)N(C)C,1,-7,5,-1,-11,4,-7,2
Cc1ccc(-n2nc(C)cc2NC(=O)COc2cc(C)cc3oc(=O)c4c(c23)CCC4)cc1,11,-2,-3,-127,0,10,-7,1
Nc1cc2nc3ccccc3nc2cc1N,31,26,49,37,-118,62*,48*,79
O=c1[nH]c(=S)[nH]c(O)c1N=Nc1cc2c(cc1[N+](=O)[O-])OCO2,4,10,13,42*,-274,2,3,9
CC1CCCCN1CC(O)c1c[nH]c2ccccc12 (centres undefined),0,-1,13,4,5,-5,-9,2
COc1cccc(N=Cc2c(O)n(Cc3ccco3)c(=O)[nH]c2=O)c1,3,-8,-18,-200,-8,10,-4,-4
CC(C)(C)n1cc(C(=O)c2ccccc2OCCCF)cn1,8,-7,-15,-2,9,2,-10,1
COc1ccc(-c2nn(CCC#N)cc2C(=O)Nc2ccc(C(C)=O)cc2)cc1[N+](=O)[O-],6,-2,9,20,-3,-1,16,-2
N=c1c[n+](C2CCCCC2)[n-]o1,-5,-11,4,22,-11,6,-10,2
CCC(=Nc1ccccc1NC(C)=O)c1c(O)n(C)c(=O)n(C)c1=O,5,-2,-6,17,4,-25,-3,5
COc1ccc(NC(=S)NC(NC(=O)CF)C(Cl)(Cl)Cl)cc1[N+](=O)[O-] (centres undefined),0,5,3,29,-14,-11,-4,3
C=C1[C@H]2CC[C@H]3[C@]4(C)C[C@H](O[C@H]5O[C@H](CO)[C@@H](OS(=O)(=O)O)[C@H](OS(=O)(=O)O)[C@H]5OC(=O)CC(C)C)C[C@@H](C(=O)O)[C@H]4CC[C@]3(C2)[C@H]1O,-1,-5,-18,1,-13,9,-8,0
CCOC(=O)[C@]1(C#N)[C@@H]2C=CC(C(C)=O)=CN2[C@@H](C(N)=O)[C@@H]1c1ccsc1,5,-3,-5,-45,-10,5,-1,-18
O=c1cccc2n1CC1CC2CN(C(c2ccccc2)c2sc3ncnn3c2O)C1 (centres undefined),-1,-2,-19,6,-7,-5,-3,3
O=C1NC(=O)N(c2ccccc2F)C(=O)/C1=C/c1ccc(Oc2ccc([N+](=O)[O-])cn2)cc1,4,-4,-21,4,-5,-3,-5,-1
COC(=O)[C@@H]1C(OC(=O)c2ccccc2)CC2CCC1N2C (some centres undefined),15,-1,-34,-1,10,9,5,0
O=C(O)CCC(=O)NCCC1=c2ccccc2=N/C1=C\c1c(O)n(Cc2ccc(F)cc2)c(=S)[nH]c1=O,-1,1,-4,-314,-10,2,-6,-71
O=c1[nH]c(=O)n(Cc2ccccc2)c(O)c1C=NCCCn1ccnc1,-1,-4,-5,11,0,-7,-5,5
COC(=O)C1=C(c2ccc(-c3ccccc3)c(F)c2)C[C@@H]2CC[C@H]1N2C(=O)NC1CCCCC1,6,-6,-2,14,3,30,2,3
COc1ccc(C(=O)C2CCCN(Cc3ccsc3)C2)cc1OC (centres undefined),7,2,-3,15,-2,2,-1,-2
